Screening data: PubChem BioAssay, several laboratories
KLF5 inhibitor: KLF5 expression inhibitors, primary screen, DLD-1 cells, luminescence; inhibition, % at 5 µM; 0.23% of 290,000 active; DLD-1 KLF5 promoter-luciferase reporter;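 active = inhibition above a per-plate limit of that plate's mean compound inhibition plus 3 SD, cut at about 60% in these data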;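 note: 0% = DMSO wells and 100% = LY294002 at 200 µM; higher means less KLF5 promoter-driven luciferase light; inactives centre near -14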
HSP90 refold inh: HSP90 inhibitors, primary screen, cell lysate, luminescence; Heat shock protein HSP 90 (rabbit reticulocyte lysate; luciferase refolding); Rabbit reticulocyte lysate, luciferase refolding luminescence, 3 h; inhibition, % at 5.6 µM; 0.91% of 290,000 active;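 active = inhibition above the screen-wide mean plus 3 SD, computed separately per campaign, cut at about 16% in these data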;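 note: 0% = DMSO wells and 100% = 60 µM geldanamycin wells; inhibitors lower the luminescence because luciferase stays unfolded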
HSF1 activator: HSF-1 activators, primary screen, NIH3T3-HGL cells, MG132 stress, luminescence, single point | NIH3T3-HGL HSF-1 luciferase reporter, 8 h; 100% = twice DMSO control signal | activation, % at 9 µM | 1.7% of 300,000 active;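 active = mean replicate activation of at least 50% with a set share of replicates each reaching 50%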;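 note: 0% = median of the neutral control wells and 100% = twice that signal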
IEC-6 tox: cytotoxicity in IEC-6 intestinal epithelial cells, primary screen, cytotoxicity control for KLF5 inhibitor project, cell-based, luminescence; 0.78% of 290,000 active; AID 1825, 2009; inhibition, % at 5 µM; IEC-6 cytotoxicity, luminescence viability; in the data active = inhibition above about 22%;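 note: 0% = plate median of test compound wells and 100% = cytotoxic reference compound wells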
AI-2 QS mod: Vibrio harveyi AI-2 quorum sensing modulators, primary screen, JMH597 strain, luminescence/OD600 ratio; Vibrio harveyi JMH597 AI-2 luminescence/OD600 ratio, 9 h; active compounds read low; strain lacks LuxN and CqsS sensors; 0 = neutral-control median; activity change, % at 7.5 µM; 0.4% of 300,000 active; AID 2094, 2009; in the data active = activity change below about -75%, passing the limit was not always enough;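 note: luminescence divided by OD600 gain over 9 h not by final OD600 alone; inactives centre near 13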
HDAC3 inh: HDAC3 deacetylase inhibitors, primary screen, biochemical, fluorescence, cell-free homogeneous; Histone deacetylase 3 (Homo sapiens), O15379; AID 2718, 2010; inhibition, % at 8.3 µM; recombinant HDAC3, fluorogenic peptide/trypsin coupled; 0.15% of 320,000 active; in the data active = inhibition above about 26%, passing the limit was not always enough
Target sequence (O15379 whole entry, looked up): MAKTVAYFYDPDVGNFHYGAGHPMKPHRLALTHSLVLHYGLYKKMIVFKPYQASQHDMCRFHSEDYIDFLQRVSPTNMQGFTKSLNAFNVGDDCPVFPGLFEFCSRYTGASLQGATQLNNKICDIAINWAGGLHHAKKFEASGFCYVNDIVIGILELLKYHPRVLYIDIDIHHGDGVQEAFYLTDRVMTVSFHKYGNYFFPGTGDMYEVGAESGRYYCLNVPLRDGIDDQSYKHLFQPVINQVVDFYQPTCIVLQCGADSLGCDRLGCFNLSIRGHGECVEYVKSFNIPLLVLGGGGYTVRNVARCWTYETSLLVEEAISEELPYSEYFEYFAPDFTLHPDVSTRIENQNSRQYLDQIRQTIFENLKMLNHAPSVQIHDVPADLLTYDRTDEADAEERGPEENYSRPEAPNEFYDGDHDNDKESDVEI
Platelet DG rel: inhibitors of platelet dense granule secretion, primary screen, cell-based, MLPCN, human platelets. human platelet-rich plasma, SFLLRN dense granule ATP release, luminescence. inhibition, %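 (compounds screened at 7.5 µM in platelet-rich plasma)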. 0.22% of 300,000 active. AID 1663, 2009;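 active = mean replicate score, as percent of positive control, at or above 50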
aSyn 5UTR inh: MLPCN primary screen, SNCA 5' untranslated region; alpha-synuclein 5'UTR reporter, inhibitor activity; inhibition, % (tested at 7.5 µM); 0.82% of 300,000 active; AID 1813, 2009; in the data active = inhibition above about 60%;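 note: H4 neuroglioblastoma cells stably carrying SNCA 5'UTR luciferase fusion; 0% = DMSO wells and 100% = positive control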
HSF1 inh: HSF1 inhibitors in luciferase reporter cells, primary screen, cell-based, NIH3T3, luminescence; 0.77% of 300,000 active; AID 2098, 2009; NIH3T3-HGL HSE-luciferase, MG132-induced, luminescence 8 h; active compounds read low; activity change, negative = inhibition, % at 7.5 µM (by protocol);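 active = more than half of replicate wells show activity change below -50%, luminescence cut by over half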;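 note: luciferase reports HSF-1 transcriptional activity via heat shock element; 0% = median of DMSO wells and -100% = zero luminescence signal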
HIF act: HIF pathway transcriptional activators, primary screen, cell-based, U2OS HRE-luciferase, luminescence; U2OS HRE-luciferase reporter; normalized: DMSO 0%, desferrioxamine 100%; activation, % at 7.5 µM (by protocol); 0.32% of 300,000 active;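 active = mean activation of at least 10% of the iron chelator positive control signal, with at least half of replicates also reaching 10%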
Starred values were filed as active, the others as inactive; . = no result given.

SMILES	KLF5 inhibitor	HSP90 refold inh	HSF1 activator	IEC-6 tox	AI-2 QS mod	HDAC3 inh	Platelet DG rel	aSyn 5UTR inh	HSF1 inh	HIF act
CCN(CC)CCCNC(=O)Cn1cc2c(n1)CCC(C)C2 (stereo not drawn)	7	-2	-4	5	6	-1	2	-8	0	0.0
O=C(CSc1nc2ccccc2o1)NC1CCCC1	-24	1	28	0	8	2	1	-19	15	0.0
Cc1ccc(S(=O)(=O)NCc2ccc3[nH]c(C)cc3c2)cc1	-9	4	-3	0	28	-1	4	-2	6	0.4
O=C(CN(C(=O)c1csnn1)c1ccc(F)c(Cl)c1)NCc1ccc(F)cc1	7	3	72*	-2	.	2	21	7	23	0.3
O=C(CSC1=NS(=O)(=O)c2ccccc2N1)Nc1ccc(F)cc1	.	.	13	.	-3	0	0	-6	-2	1.1
CC(=O)Nc1cccc(NC(=O)CS(=O)(=O)c2cn(CC(=O)N(C(C)C)C(C)C)c3ccccc23)c1	-8	-3	-2	-4	25	-1	-4	14	-2	0.3
CC(=O)n1cc([C@@H]2C=C(C(=O)NCc3ccccc3)O[C@H](OCCCCO)C2)c2ccccc21	8	6	4	0	9	3	-9	-9	8	-2.6
O=C(NCc1cccc(Br)c1)C1CC(c2cc(C(F)(F)F)cc(C(F)(F)F)c2)=NO1 (stereo not drawn)	.	.	-6	.	14	0	0	19	-2	0.5
COC(=O)/C=C1/N/C(=N\c2nc(C)cc(C)n2)N(c2cccc(C)c2)C1=O	10	4	9	9	18	12	-1	-13	0	0.2
CCOc1ccc2nc(SCc3ccc(CC(=O)O)cc3)c(C#N)cc2c1	-12	9	-15	-2	8	-6	-6	21	-10	-1.1
COc1ccc(N2CCN(C(=S)NC(C)c3ccccc3)CC2)cc1 (stereo not drawn)	-26	-3	2	-5	4	1	-5	8	-1	-0.3
CN(/N=C/c1cccc(Br)c1)C1=NS(=O)(=O)c2ccccc21	-24	2	5	7	13	1	2	15	11	-2.7

A second format for 4 compounds above:
Second line of a record – KLF5 inhibitor, HSP90 refold inh, HSF1 activator, IEC-6 tox, AI-2 QS mod, HDAC3 inh, Platelet DG rel, aSyn 5UTR inh, HSF1 inh, HIF act
O=C(NCc1cccc(Br)c1)C1CC(c2cc(C(F)(F)F)cc(C(F)(F)F)c2)=NO1 (stereo not drawn)
  ., ., -6, ., 14, 0, 0, 19, -2, 0.5
COC(=O)/C=C1/N/C(=N\c2nc(C)cc(C)n2)N(c2cccc(C)c2)C1=O
  10, 4, 9, 9, 18, 12, -1, -13, 0, 0.2
CCOc1ccc2nc(SCc3ccc(CC(=O)O)cc3)c(C#N)cc2c1
  -12, 9, -15, -2, 8, -6, -6, 21, -10, -1.1
COc1ccc(N2CCN(C(=S)NC(C)c3ccccc3)CC2)cc1 (stereo not drawn)
  -26, -3, 2, -5, 4, 1, -5, 8, -1, -0.3

Carrying on.
SMILES	KLF5 inhibitor	HSP90 refold inh	HSF1 activator	IEC-6 tox	AI-2 QS mod	HDAC3 inh	Platelet DG rel	aSyn 5UTR inh	HSF1 inh	HIF act
COc1ccc(-c2cc3ccccc3oc2=O)cc1	.	.	47	.	12	-22	4	-71	13	2.7
COC(=O)Cc1c(C)c2ccc(OCC(=O)N3CCOCC3)cc2oc1=O	-25	-1	8	-2	21	-60	5	-12	1	-0.4
CCCCCC(NC(=O)C1CCN(C(=O)[C@@H](NS(=O)(=O)c2ccc(C)cc2)C(C)C)CC1)C(=O)O (stereo partly drawn)	-4	-3	-6	-3	10	-6	5	-4	0	0.0
CCC(=O)Nc1ccc(S(=O)(=O)NCCc2ccccc2)cc1	-51	-4	5	1	29	-1	0	-11	0	0.2
COc1cc(CC(=O)NC2CCCc3ccccc32)cc(OC)c1OC (stereo not drawn)	-23	0	11	3	9	-1	-4	8	-4	-1.6
CC(C)(C)NC(=O)C(c1ccc(O)cc1)N(C(=O)CCC(=O)Nc1nccs1)c1ccccc1F (stereo not drawn)	-1	1	-1	0	34	0	-7	-17	-5	-0.2
CC1=CC2=NC(=O)CC(C)(C(=O)N(CC(=O)NC3CCCC3)c3cc(C)cc(C)c3)N2C=C1 (stereo not drawn)	0	2	-12	3	12	-17	-1	5	-10	-0.3
Cc1cc(C)c(OCC(=O)Nc2cccc(NC(=O)c3ccco3)c2)c(Br)c1	17	3	10	6	19	8	-7	10	13	-0.5
CCn1c(CC(=O)Nc2ccc(Cl)cc2)nnc1SCC(=O)N1CCOCC1	-18	-4	-3	-7	21	-5	-32	17	-1	0.0
Cc1sc2nc3n(c(=O)c2c1C)CCCS3	-1	1	3	-2	-2	9	2	-33	-4	0.2
CCOP(=O)(O)c1ccccc1OCCOc1ccccc1P(=O)(O)OCC	-37	1	.	-5	7	1	0	-6	.	0.3
COc1ccc(CC(=O)NCc2ccccc2Cl)cc1S(=O)(=O)N1CCOCC1	-40	0	8	-1	19	-3	-3	-8	5	0.1
CCOC(=O)C(C)Sc1nc2c(c(=O)[nH]c(=O)n2C)n1Cc1ccc(Cl)cc1 (stereo not drawn)	15	-4	11	5	39	5	23	7	13	-0.4
CN(C)/C=N/c1sc2c(c1C#N)CCCCC2	-41	-4	22	4	30	-8	9	-124	17	0.9
CC(C)(C)OC(=O)NCC(=O)Oc1cc2oc(=O)cc(-c3ccccc3)c2cc1Cl	-7	-1	-25	-2	28	-16	2	11	-11	0.1
O=C(CCCN=C1NS(=O)(=O)c2ccccc21)OCC(=O)c1ccc(F)cc1	.	.	-2	.	55	10	-18	-37	-6	-0.1
COc1ccc(NC(=O)COC(=O)/C=C/c2ccc(OC)c(S(=O)(=O)N3CCOCC3)c2)cc1	-7	3	2	11	6	7	6	1	-7	-1.2
Cc1cccc(-c2nc(Nc3ccc(O)cc3)c3ccccc3n2)c1	-15	-1	7	7	21	-2	0	3	-1	-2.5
CC1SC(=NC(=O)c2ccncc2)NC1=O (stereo not drawn)	0	5	3	-2	7	16	1	1	-1	932*
N/C(=N\c1nc2ccccc2o1)NC(=O)c1ccccc1	-69	2	26	4	-2	-2	1	-194	21	1.6
Cc1cc(C)cc(-n2c(C)cc(/C=N/NC(=O)c3cccc([N+](=O)[O-])c3C)c2C)c1	3	2	20	-1	28	0	3	10	9	-0.4
CCOC(=O)C1=C(CNCCOc2ccc(OC)cc2)NC(=O)NC1c1ccc2c(c1)OCO2 (stereo not drawn)	-26	1	18	4	14	0	10	-1	6	-0.3
CC(=O)Oc1ccc(C(=O)Nc2cccc(C(=O)NC(C)(C)C)c2)cc1	-26	-1	9	1	7	-1	2	-37	4	0.2
CCCc1ccc(NC(=O)C2CCCN(c3cnccn3)C2)cc1 (stereo not drawn)	-29	1	61*	4	3	.	-2	4	25	1.2
Cc1nc2ccccc2c2ncccc12	-24	1	-10	7	16	2	5	11	1	-2.9
Cc1cc(Cl)ccc1OCCCC(=O)NCc1ccccn1	7	0	8	-2	11	4	3	-4	1	3.2
COc1cccc(C2=NCCc3cc4c(cc32)OCO4)c1OC	8	-3	-19	-9	9	11	-23	11	-6	-0.2
Cc1cccc(NC(=O)Cn2cnc3ccc(S(=O)(=O)N4CCC(C)CC4)cc3c2=O)n1	8	2	1	-1	15	5	4	11	5	0.0
O=C(OC(C(=O)NCC1CCCO1)c1ccc(F)cc1)c1ccco1 (stereo not drawn)	-44	0	14	-6	18	4	-1	10	-4	-0.1
Cc1cc(OCc2cc(C(=O)NC(C)c3c(C)nn(C)c3C)no2)cc(C)c1Cl (stereo not drawn)	-176	-4	54*	2	9	-1	2	-114	36	4.3
CC(=O)NCCc1ccc(S(=O)(=O)N2CCCC2)cc1	-4	4	4	4	10	-4	8	1	-2	-0.3
Brc1ccccc1Cn1c(-c2cncs2)nc2ccccc21	-6	2	8	-2	-2	3	1	30	2	-0.3
CCNc1ccc(S(=O)(=O)N(C)C)cc1NCC(=O)Nc1ccccc1F	-22	-5	1	5	33	-4	-11	9	-8	-1.0
CC(C)n1cnc2cc(NCc3ccccn3)ccc21	-103	12	-30	3	1	-1	-5	-97	-24	1.8
CCOC(=O)c1c(/N=C/c2cccc([N+](=O)[O-])c2O)sc2c1CCC2	5	1	-12	-8	18	-6	29	1	0	-0.2
CC(c1cccs1)N(C(=O)Nc1ccccc1)C1CCCCC1 (stereo not drawn)	-26	0	3	-1	-11	2	5	-21	-5	0.3

Retrieved by structure from the entries so far, seven records:
SMILES	KLF5 inhibitor	HSP90 refold inh	HSF1 activator	IEC-6 tox	AI-2 QS mod	HDAC3 inh	Platelet DG rel	aSyn 5UTR inh	HSF1 inh	HIF act
COc1ccc(-c2cc3ccccc3oc2=O)cc1	.	.	47	.	12	-22	4	-71	13	2.7
CCOc1ccc2nc(SCc3ccc(CC(=O)O)cc3)c(C#N)cc2c1	-12	9	-15	-2	8	-6	-6	21	-10	-1.1
CN(/N=C/c1cccc(Br)c1)C1=NS(=O)(=O)c2ccccc21	-24	2	5	7	13	1	2	15	11	-2.7
Cc1cc(OCc2cc(C(=O)NC(C)c3c(C)nn(C)c3C)no2)cc(C)c1Cl (stereo not drawn)	-176	-4	54*	2	9	-1	2	-114	36	4.3
O=C(OC(C(=O)NCC1CCCO1)c1ccc(F)cc1)c1ccco1 (stereo not drawn)	-44	0	14	-6	18	4	-1	10	-4	-0.1
CCNc1ccc(S(=O)(=O)N(C)C)cc1NCC(=O)Nc1ccccc1F	-22	-5	1	5	33	-4	-11	9	-8	-1.0
COc1ccc(CC(=O)NCc2ccccc2Cl)cc1S(=O)(=O)N1CCOCC1	-40	0	8	-1	19	-3	-3	-8	5	0.1

Later entries
SMILES	KLF5 inhibitor	HSP90 refold inh	HSF1 activator	IEC-6 tox	AI-2 QS mod	HDAC3 inh	Platelet DG rel	aSyn 5UTR inh	HSF1 inh	HIF act
Fc1ccc(-[n+]2nc(Nc3ccccc3)sc2-c2cccc(Cl)c2Cl)cc1	-15	-3	12	-4	-3	5	-9	-21	4	1.8
CCOC(=O)CC1(NC(=O)c2cc(COc3cncc(Cl)c3)on2)CCCCC1	0	0	-15	0	28	-2	12	-16	7	1.4
CCNc1nc(NC(C)(C)C)nc(SCC(N)=O)n1	-14	1	8	5	20	7	-12	-21	4	-0.7
O=C(CO)N/N=C/c1ccccc1F	-14	-2	-14	-8	26	-2	2	19	-1	0.0
O=C(CN1CCN(S(=O)(=O)c2ccc(Cl)cc2)CC1)NC1CC1	-1	0	6	-2	9	-2	-12	-21	-2	-0.1
CCOC(=O)c1cn(CC(=O)Nc2cccc(F)c2)nn1	-40	1	1	-5	18	4	1	-5	-2	-0.3
